Screening data deposited in PubChem BioAssay by several laboratories.
PfHsp90 set2: growth inhibition of PfHsp90-expressing yeast, primary screen, antimalarial PfHsp90 inhibitor project, S. cerevisiae, BacTiter-Glo luminescence, single point, set 2; BacTiter-Glo ATP, 48 h; yeast lacking PDR1 and PDR3 efflux regulators; inhibition, % at 9.4 µM; 310,000 compounds, 0.32% hits; AID 504621, 2011;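 active means every replicate shows inhibition above about 80%, whatever the replicate mean, limit read from the data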;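 further: 0% = DMSO neutral controls and 100% = 20 µM radicicol positive controls; yeast relying on Plasmodium falciparum Hsp90 in place of its own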
phage Ecoli inh: growth loss of phage-infected E. coli, primary screen, RecBCD inhibitor project, absorbance, with phage, HTS. inhibition, % at 11.9 µM. 360,000 compounds, 0.26% hits. AID 651602, 2012; in the data active means inhibition above about 11%
E coli growth: E. coli V3065 growth inhibition, primary screen, counter-screen for AddAB inhibitor project, absorbance, OD600. AID 449728, 2010. 330,000 compounds, 0.27% hits. inhibition, % at 11.9 µM. 18 h;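 active means inhibition above the campaign's mean inhibition across all tested compounds plus 3 SD, cut at about 9.9% in these data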;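 further: uninfected addAB+ strain grown without phage in ampicillin broth; 0% = DMSO wells and 100% = ciprofloxacin 0.95 µg/ml wells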
DSG3 Ab inh: inhibitors of pemphigus antibody binding to DSG3, primary screen, biochemical, bead-based, flow cytometry, scFv-GFP. Desmoglein-3 (Homo sapiens), P32926. DSG3-coupled beads, scFv-anti-DSG3-GFP binding; active compounds read low. binding (percent of control), % at 10 µM. AID 588358, 2011. 310,000 compounds, 0.48% hits;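 active means binding more than 3 SD below its plate's average and above zero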;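 further: hits lower antibody fragment binding to DSG3; some compounds called inactive have numbers as strong as hits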
Target sequence (P32926 whole entry, looked up, the tested form may be a part): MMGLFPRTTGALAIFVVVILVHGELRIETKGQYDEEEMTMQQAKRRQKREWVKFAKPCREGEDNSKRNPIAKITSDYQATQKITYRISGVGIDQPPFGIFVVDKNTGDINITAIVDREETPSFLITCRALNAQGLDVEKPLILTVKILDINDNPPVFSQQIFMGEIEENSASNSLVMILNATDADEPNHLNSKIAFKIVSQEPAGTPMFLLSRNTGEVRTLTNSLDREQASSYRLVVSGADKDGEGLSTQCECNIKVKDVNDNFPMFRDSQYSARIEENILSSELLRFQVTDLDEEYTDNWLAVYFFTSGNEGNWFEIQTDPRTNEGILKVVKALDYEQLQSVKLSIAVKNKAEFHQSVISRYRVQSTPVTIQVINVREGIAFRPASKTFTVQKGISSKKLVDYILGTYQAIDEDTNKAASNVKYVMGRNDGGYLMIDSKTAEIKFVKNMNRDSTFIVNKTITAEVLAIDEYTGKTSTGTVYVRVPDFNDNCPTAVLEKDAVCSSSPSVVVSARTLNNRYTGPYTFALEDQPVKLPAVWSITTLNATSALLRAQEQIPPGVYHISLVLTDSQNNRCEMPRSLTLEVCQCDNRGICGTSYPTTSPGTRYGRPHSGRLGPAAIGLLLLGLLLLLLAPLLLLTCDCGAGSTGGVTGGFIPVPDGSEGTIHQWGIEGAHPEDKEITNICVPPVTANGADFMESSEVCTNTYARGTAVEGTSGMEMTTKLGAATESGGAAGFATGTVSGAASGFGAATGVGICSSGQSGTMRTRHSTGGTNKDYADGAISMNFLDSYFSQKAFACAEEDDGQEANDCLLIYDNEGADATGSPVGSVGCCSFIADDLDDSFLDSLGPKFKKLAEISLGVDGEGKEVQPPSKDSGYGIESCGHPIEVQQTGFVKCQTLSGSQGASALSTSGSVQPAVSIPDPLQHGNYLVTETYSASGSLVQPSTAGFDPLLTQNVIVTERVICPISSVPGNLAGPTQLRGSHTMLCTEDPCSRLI
PKA-R1A activ: activators of PKA-R1A holoenzyme, primary screen, biochemical, fluorescence polarization, Cy5-IP20, bovine R1A, mouse PKAc. PKA-R1A dissociation; scaled: DMSO 0%, 113 µM cGMP 100%. AID 504707, 2011. cAMP-dependent protein kinase type I-alpha regulatory subunit (Bos taurus) + …. activation, % at 11.4 µM. 340,000 compounds, 0.083% hits;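 active means percent activation above the mean of all tested compounds plus 3 SD, cut at about 19% in these data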;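 further: higher means more PKAc released from R1A so a rise in polarization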
Mot1-301 SUMO: yeast Mot1-301 growth rescue at high temperature, primary screen, SUMOylation pathway inhibitor project, S. cerevisiae, ATP luminescence, 38.5C; AID 2716, 2010; 320,000 compounds, 1% hits; S. cerevisiae Mot1-301 growth rescue; percent above DMSO median, 100 means doubled; growth rescue, % at 18.8 µM;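 active means every valid replicate shows activation above 250% relative to neutral control wells; inactive means the rest, any valid replicate at or below 250%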;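 further: OY570 slx delta 5 strain wells were the positive control but not used for scaling; some compounds called inactive have numbers as strong as hits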
MOR-DOR inv ag: inverse agonists of MOR-DOR heterodimerization, primary screen, cell-based, luminescence; 340,000 compounds, 0.21% hits; AID 504357, 2011; inhibition, % at 9.3 µM; cell-based MOR-DOR heterodimer luminescence, inverse agonism; in the data active means inhibition above about 22%, passing the limit was not always enough;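 further: 0% = cells with DMSO and 100% = wells without cells with DMSO; values of inactives mirror those of a sister screen read the other way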
AddAB inh: growth inhibition of E. coli expressing H. pylori AddAB, primary screen, AddAB inhibitor project, absorbance; inhibition, % at 11.9 µM; 330,000 compounds, 0.29% hits; AID 435030, 2010; in the data active means inhibition above about 12%;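 further: 0% = vehicle wells of infected cells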
Arrestin-AP2 inh: inhibitors of beta-arrestin/AP2 binding, primary screen, biochemical, GPCR trafficking, flow cytometry | inhibition, % at 10 µM | 340,000 compounds, 0.31% hits | FITC-arrestin peptide / GST-AP2 beads; AP2 beta2 appendage carries R879A mutation | AID 504490, 2011;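 active means inhibition above a set limit, near 3 SD of compounds lacking own fluorescence, cut at about 54% in these data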;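 further: plate controls were DMSO wells for no effect and 5 µM unlabelled arrestin peptide for full effect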
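Assay system: GST-AP2 R879A bound to glutathione beads, E. coli-expressed; Medium: PBS with 0.05% Tween 20 and 0.1% BSA; Also added: fluorescein-tagged arrestin peptide at 50 nM final; Timing: 12 min plus 1 h, RT; Measured by: flow cytometry, FL1 (488/535 nm); Evaluation: percent drop in bead-associated FITC signal.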
OPRM1-OPRD1 ag: agonists of OPRM1-OPRD1 heterodimerization, primary screen, cell-based, luminescence; Mu-type opioid receptor (Homo sapiens) + Delta-type opioid receptor (Homo sapiens), …; cells; activation, % at 9.3 µM; 340,000 compounds, 0.3% hits; AID 504326, 2011; in the data active means activation above about 18%;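 further: 0% = vehicle-treated cells and 100% = reference agonist; values of inactives mirror those of a sister screen read the other way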
Tat transport: E. coli Tat export inhibitors, primary screen, MC4100, TorA-mCherry reporter, fluorescence, single point; 340,000 compounds, 0.036% hits; inhibition, % at 10 µM; AID 488895, 2010;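 active means mean replicate inhibition at least 50% and at least half of replicates individually reaching 50%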;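 further: exported cargo escapes ClpAP degradation while cytoplasmic cargo is degraded and loses fluorescence; 0% = median of neutral control wells and 100% = median of NaSCN control wells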
Starred values were filed as active, the others as inactive; · = not tested or not shown.

SMILES	PfHsp90 set2	phage Ecoli inh	E coli growth	DSG3 Ab inh	PKA-R1A activ	Mot1-301 SUMO	MOR-DOR inv ag	AddAB inh	Arrestin-AP2 inh	OPRM1-OPRD1 ag	Tat transport
CCOC(=O)/C(C#N)=C/N=c1ccc(C)cn1C	8	1.5	-0.7	92	-1	-15	-1	2.2	-7	0.3	-4
CN(CC1CCCN(CCc2ccc(Cl)cc2)C1)C(=O)C(=O)c1ccco1 (centres undefined)	1	5.2	1.6	101	-4	-17	13	4.6	31	-2.6	9
CCC(=O)Nc1ccc(C(=O)NNC(=O)c2ccc([N+](=O)[O-])cc2)cc1	-31	0.9	0.9	102	-7	8	3	0.2	-10	-0.5	0
Nc1oc2ccccc2c(=O)c1-c1ccc2c(c1)OCO2	20	4.9	2.4	101	2	2	9	3.2	8	-1.9	-3
CCOc1ccc(-c2n[nH]c(=S)o2)cc1	-14	3.3	-0.2	97	-6	4	11	0.2	21	-2.4	4
O=c1oc2ccccc2c(NCc2ccccc2)c1[N+](=O)[O-]	20	8.6	-0.2	84	-1	-1	0	3.2	-7	0.0	-1
O=C(OCc1ccc([N+](=O)[O-])cc1)c1cnc(Cl)c(Cl)c1	28	-0.3	-2.6	·	5	5	-24	0.6	11	3.2	-1
N#C/C(=C\c1ccccc1)C(=O)NNS(=O)(=O)c1cccc([N+](=O)[O-])c1	-4	0.8	0.0	91	1	47	9	-1.8	16	-1.9	-8
CC(C)(C)c1ccc2c(c1)OC(C(=O)N/N=C/c1ccc([N+](=O)[O-])o1)CO2 (centres undefined)	·	1.4	-1.6	109	·	-4	·	-2.6	-1	·	·
O=C1OC(c2ccccc2)c2ccc3ccccc3c21 (centres undefined)	6	3.1	2.1	101	9	9	1	0.3	-6	-0.1	-1
Cc1[nH]c2c(C)cccc2c(=O)c1Br	11	4.0	3.4	107	-3	0	13	2.4	1	-2.2	-10
COc1ccccc1C(=O)CSc1cccc[n+]1[O-]	·	0.9	-0.6	116	5	1	14	1.4	-5	-2.8	1
COC(=O)c1ccc(C2=NOC(C)(c3sc(-c4ccc(Cl)cc4)nc3C)C2)cc1 (centres undefined)	9	0.6	-0.2	101	-14	7	6	0.9	-2	-1.1	3
CCN(CC)CCn1c(/N=C/c2ccc(OC)c(OC)c2)nc2ccccc21	·	0.5	3.2	108	·	-4	·	5.5	40	·	·
O=C1CSC(c2ccc(Cl)cc2)N1 (centres undefined)	-8	1.3	0.1	99	9	-11	-1	-0.1	-1	0.2	-3
Cc1ccc(Cn2c(CN3CCN(C(=O)c4ccco4)CC3)nc3c2c(=O)n(C)c(=O)n3C)cc1	·	2.0	0.5	103	7	3	14	-0.3	6	-2.8	0
COc1ccc(-c2csc(=Nc3c(C)n(C)n(-c4ccccc4)c3=O)n2C(C)(C)C)cc1	-7	0.8	-1.8	105	4	-1	9	0.9	-45	-1.5	1
CCOC(=O)c1cccc(NC(=O)CSc2nnnn2CC)c1	-9	1.4	1.6	·	-8	-9	19	2.9	-1	-3.2	-7
CCOC(=O)COc1ccccc1/C=N/Nc1nnc2c3ccccc3n(C)c2n1	·	2.8	-1.9	106	·	-10	·	1.6	6	·	·
Cc1ccc(S(=O)(=O)NCCC(=O)NC2CCCCCC2)cc1	·	1.2	·	100	-5	·	7	·	4	-1.4	-8
COc1ccc(-n2c(O)c(Cc3ccccc3)c(=O)n3nc(-c4ccccc4)c(=O)cc23)cc1	6	0.3	0.5	109	-6	7	0	-0.9	7	-0.1	4
Cc1ccccc1C(=O)N1CCN(c2ccc(NC(=O)c3cccnc3Cl)cc2)CC1	-4	0.6	1.6	·	-10	-4	-10	1.0	-9	2.3	20
COC(=O)c1c(NC(=O)C2C3CCC(O3)C2C(=O)O)sc2c1CCCCCC2 (centres undefined)	-20	0.6	1.5	125	2	4	4	3.4	-6	-0.7	-4
CCCCn1c(SCC(=O)NC(C)CC)nc2ccc(N3CCOCC3)cc2c1=O (centres undefined)	-35	1.2	2.8	104	4	-1	-1	4.2	22	0.1	-2
C[C@@H](C(=O)N1CCN(c2ccccc2)CC1)N1C(=O)C2CC=CCC2C1=O (some centres undefined)	-2	0.2	-0.2	·	1	2	11	1.9	-5	-2.9	-9

The list goes on:
SMILES	PfHsp90 set2	phage Ecoli inh	E coli growth	DSG3 Ab inh	PKA-R1A activ	Mot1-301 SUMO	MOR-DOR inv ag	AddAB inh	Arrestin-AP2 inh	OPRM1-OPRD1 ag	Tat transport
Clc1ccccc1N1CCN(Cc2ccco2)CC1	-2	2.2	0.5	99	-5	-16	3	4.1	-1	-0.6	9
Cc1ccccc1NC(=S)NC(NC(=O)N(C)C)C(Cl)(Cl)Cl (centres undefined)	·	3.1	1.2	95	-6	-17	11	2.1	10	-2.0	3
COc1cc(C(=O)N2CCN(S(=O)(=O)c3ccc(C)cc3C)CC2)ccc1OCC(=O)N1CCOCC1	-7	3.2	-1.2	·	-6	8	5	-1.4	6	-1.1	1
COc1cccc2cc(C(=O)NCc3ccccc3Cl)c(=O)oc12	-2	3.3	0.2	91	1	1	15	2.8	-1	-3.2	-1
O=c1c(OC2OC(CO)C(O)C(O)C2OC2OC(CO)C(O)C(O)C2OC2OC(CO)C(O)C(O)C2O)c(-c2ccc(O)c(O)c2)oc2cc(O)cc(O)c12 (centres undefined)	8	2.5	0.5	·	-2	3	11	1.7	5	-2.2	-3
CCOc1ccccc1NC(=O)C1CCCN1C(=O)c1cccs1 (centres undefined)	12	-1.2	0.9	104	0	83	2	1.3	-3	-0.4	-7
Cn1c(=S)[nH]c2scc(-c3cccs3)c2c1=O	19	0.1	·	·	-14	·	-15	·	-5	3.3	-4
O=C(O)c1ccc(S(=O)(=O)Nc2cccc(CP(=O)(c3ccccc3)c3ccccc3)c2)cc1	6	0.9	-1.2	98	0	0	14	-4.4	-7	-2.5	2
N#C/C(=C/c1cccn1-c1cccc(C(=O)O)c1)c1ccc(Cl)cc1	-128	2.9	2.6	95	-4	-4	13	3.9	8	-2.5	15
CCC(C)N(CCNC(=O)c1ccc2c(c1)NC(=O)c1ccccc1S2)C1CCCCC1 (centres undefined)	23	5.1	0.2	104	-5	-20	-32	3.6	8	6.1	5
CC(C)c1cc(C(N)=O)c(NC(=O)c2cccc(COc3ccc(Br)cc3)c2)s1	8	-0.2	-1.0	95	-1	-12	0	0.5	-8	0.0	-5
O=C(N/C(=C\c1cccc([N+](=O)[O-])c1)C(=O)N1CCOCC1)c1ccco1	36	1.3	2.0	·	1	-1	4	1.5	1	-0.7	2
CCCCc1ccc(NC(=S)N2CCN(c3ncccn3)CC2)cc1	-25	5.7	0.7	91	0	4	-19	-0.2	14	3.6	-4
Clc1ccc(CSc2nnc(-c3c[nH]c4ccccc34)o2)cc1	28	-0.6	0.2	100	-6	10	-23	1.8	7	4.1	-7
Cc1ccccc1NC(=S)N(CCCN1CCOCC1)Cc1cccs1	21	2.9	-0.9	102	-4	-4	16	-0.8	6	-2.4	9
O=S(=O)(NCc1cccnc1)c1cccc2cccnc12	-18	5.3	1.3	100	-9	22	6	1.5	3	-1.1	4
CC(=O)Nc1cccc(N(C)S(C)(=O)=O)c1	16	0.6	-1.2	96	-10	-3	17	2.2	18	-3.0	0
O=[N+]([O-])c1ncn(Cc2c(Cl)cccc2Cl)n1	·	2.0	·	89	-13	·	-19	·	7	2.7	-1
O=C(OCC12CC3CC(CC(C3)C1)C2)c1ccc(NCc2cc(O)ccc2O)cc1	16	2.8	·	·	-4	·	-54	·	0	11	-13
CC1OC(Oc2c(-c3cc(O)c(O)c(O)c3)oc3cc(O)cc(O)c3c2=O)C(O)C(O)C1O (centres undefined)	12	1.7	·	91	-5	·	5	·	1	-0.9	-1
O=C(O)CC1(CC(=O)NCc2cccc(Cl)c2)CCCCC1	15	-0.2	-0.7	94	5	-14	1	1.7	0	-0.3	-1
Nc1nc(SCC(=O)NCCCO)nc2sc3c(c12)CCC3	-18	3.4	-2.0	102	7	-13	18	-1.5	6	-3.2	0
Cc1ccccc1OCC(=O)Nc1ccc2c(c1)OCCO2	-40	2.2	-0.7	101	-9	-18	30	2.5	31	-5.7	5
O=C(Cn1nc(Cc2cccnc2)c2ccccc2c1=O)N1CCN(c2ccccn2)CC1	12	3.2	0.2	111	10	189	4	5.0	5	-0.8	17
COc1ccccc1C(=O)ON=C1c2ccccc2-c2ccccc21	-2	-0.1	1.2	103	2	-21	-6	2.2	-11	1.3	3

Next compounds:
SMILES	PfHsp90 set2	phage Ecoli inh	E coli growth	DSG3 Ab inh	PKA-R1A activ	Mot1-301 SUMO	MOR-DOR inv ag	AddAB inh	Arrestin-AP2 inh	OPRM1-OPRD1 ag	Tat transport
COc1ccc(CCN(C)C(=O)CN2C(=O)NC3(CCCc4ccccc43)C2=O)cc1OC (centres undefined)	16	1.0	0.4	114	-2	-10	3	-0.3	7	-0.6	-15
COc1ccc(Nc2cc(C(=O)NCCCN3CCOCC3)c3ccccc3n2)cc1OC	·	1.4	-0.8	·	6	-5	10	1.4	-13	-1.7	4
C=CCn1c2ccccc2c2n[nH]c(=S)nc21	-8	-1.6	·	111	0	-10	14	·	39	-2.8	2
CCCCCn1c(-c2ccco2)nc2nc3ccccc3nc21	3	0.8	-0.3	112	6	9	-21	0.9	-1	3.9	-3
O=c1[nH]ncc(N2CCCCC2)c1Cl	12	3.4	1.0	94	-4	1	9	1.0	-6	-1.6	8
CC1CCCN(c2c([N+](=O)[O-])c(=O)oc3ccccc23)C1 (centres undefined)	·	3.6	-2.7	98	-6	-2	11	0.1	-8	-1.8	-7
COc1ccc2nc3c(c(-c4ccccc4)c2c1)CCC3	6	2.2	0.3	102	6	25	-5	-0.7	-1	0.9	1
O=C(COC(=O)c1ccc(O)cc1O)NC1CC1	-5	-0.1	-1.2	106	5	3	11	1.3	-2	-2.9	4
CC(C)[C@@H]1CC[C@@H](C)C[C@H]1OC(=O)C[n+]1cc(-c2ccc(Cl)cc2)n2c1CCCCC2	8	2.4	-0.1	·	-5	-5	-14	2.1	-1	2.9	13
Cc1cc(C)c(S(=O)(=O)N2CCN(c3ccc([N+](=O)[O-])c(-n4nc(C)cc4C)c3)CC2)c(C)c1	4	2.4	-2.0	102	2	4	6	0.9	2	-1.1	9
